Assay outcomes: PubChem, The Scripps Research Institute Molecular Screening Center
FBW7 act – FBW7 E3 ligase activators, primary screen, biochemical, AlphaScreen, human | F-box/WD repeat-containing protein 7 (Homo sapiens), Q969H0 | AlphaScreen FBW7–phospho-cyclin E peptide binding, activator screen | normalized activity (activation), % at 26.1 µM | 0.13% of 650,000 active | AID 1259310, 2017; in the data active = normalized activity above about 1.9%;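 also: purified mutant Fbw7 with reduced substrate affinity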
TEAD-YAP inh – TEAD-YAP interaction inhibition, primary screen, TEAD-YAP interaction inhibitor project, luminescence, HEK-TIYL cells. TEAD-Gal4/YAP UAS-luciferase luminescence. inhibition, % at 9.12 µM. 1.4% of 640,000 active. AID 1259422, 2018; in the data active = inhibition above about 32%;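 also: 0% = median of test compound wells and 100% = reference inhibitor wells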
GPR151 activ – activators of human GPR151, primary screen, cell-based, PathHunter beta-arrestin, luminescence. PathHunter beta-arrestin GPR151 cells. activation, % at 11.2 µM. 1% of 650,000 active. AID 1508602, 2020; in the data active = activation above about 4.9%;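 also: 0% = median of compound wells and 100% = cells with positive control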
Target sequence (Q8TDV0 whole entry, looked up): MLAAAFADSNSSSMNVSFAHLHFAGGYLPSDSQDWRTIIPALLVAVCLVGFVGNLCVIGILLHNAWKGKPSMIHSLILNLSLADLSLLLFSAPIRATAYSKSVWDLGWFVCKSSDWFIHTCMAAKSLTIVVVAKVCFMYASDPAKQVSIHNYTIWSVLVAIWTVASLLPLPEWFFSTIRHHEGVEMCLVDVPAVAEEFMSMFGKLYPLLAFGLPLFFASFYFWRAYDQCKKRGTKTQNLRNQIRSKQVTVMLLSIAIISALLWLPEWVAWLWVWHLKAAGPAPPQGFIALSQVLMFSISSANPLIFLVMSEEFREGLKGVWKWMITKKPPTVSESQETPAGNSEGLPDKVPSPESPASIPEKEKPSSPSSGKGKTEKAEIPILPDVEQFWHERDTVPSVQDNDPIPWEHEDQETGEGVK
MITF primary – MITF inhibitors, primary screen, biochemical, AlphaScreen, human | AID 1259374, 2018 | AlphaScreen MITF homodimerization, bead proximity signal | inhibition, % at 2.6 µM | Microphthalmia-associated transcription factor (Homo sapiens), O75030 | 0.91% of 650,000 active; in the data active = inhibition above about 50%;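 also: 0% = vehicle wells with protein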
Target sequence (O75030 whole entry, looked up): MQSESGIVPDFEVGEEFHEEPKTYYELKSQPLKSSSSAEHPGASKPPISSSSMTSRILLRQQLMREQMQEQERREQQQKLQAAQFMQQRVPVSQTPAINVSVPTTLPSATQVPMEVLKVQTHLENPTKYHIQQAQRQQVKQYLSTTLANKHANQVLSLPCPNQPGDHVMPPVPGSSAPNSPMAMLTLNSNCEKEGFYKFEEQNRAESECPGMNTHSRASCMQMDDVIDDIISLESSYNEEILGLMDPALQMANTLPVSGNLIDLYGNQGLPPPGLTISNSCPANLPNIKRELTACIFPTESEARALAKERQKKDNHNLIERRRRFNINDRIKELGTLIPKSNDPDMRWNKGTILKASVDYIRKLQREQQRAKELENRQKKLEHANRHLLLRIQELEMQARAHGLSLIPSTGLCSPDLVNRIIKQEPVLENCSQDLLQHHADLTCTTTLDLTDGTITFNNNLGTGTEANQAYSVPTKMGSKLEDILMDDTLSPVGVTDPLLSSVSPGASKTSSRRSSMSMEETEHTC
The depositor's hits bear a star.

SMILES	FBW7 act	TEAD-YAP inh	GPR151 activ	MITF primary
Cc1cc(NC(=O)CCc2ccccc2)n(-c2nc3c(cnn3-c3cccc(C)c3C)c(=O)[nH]2)n1	0.1	3.5	3.4	5.3
COc1cc(CN2CCCCC2)c([N+](=O)[O-])cc1OC	0.2	6.5	0.3	-6.5
Oc1ccccc1CNCC12CC3CC(CC(C3)C1)C2	-0.2	-2.7	2.1	8.1
COC(=O)CN1C(=O)C(C)(C)Oc2ccc(C(=O)NC3CC3)cc21	0.0	-6.8	1.0	-6.2
Nc1ccc(-c2nc3cc(N)ccc3o2)c(O)c1	0.1	-14.9	-2.8	-4.3
COc1ccc(NC(=O)C(=O)NCc2ccccn2)c(OC)c1	0.0	-15.2	-2.9	6.8
Nc1c(C(=O)c2ccccc2)sc2nc3c(cc12)CCCCC3	0.2	72.9*	-7.6	4.9
C/C=C(\C)c1nnc(NC(=O)OCC)s1	-0.1	-15.2	0.5	-2.0
CC(C)(C)C(=O)Nc1ncc(C(F)(F)F)cc1Cl	0.6	-3.4	0.0	-8.6
O=C(N/N=C/c1cccc(Cl)c1)c1cccc(F)c1	0.0	-46.5	0.0	-1.8
COc1ccc(C(=O)OCC(=O)NC2CC2)cc1[N+](=O)[O-]	0.1	0.0	0.7	5.7
CC1=NN(c2ccc(C(=O)OC(C)C)cc2)C(=O)/C1=C\c1ccc(C)s1	-0.4	-15.8	0.4	15.1
c1ccc2sc(C3CCN(Cc4nnnn4Cc4ccc5c(c4)OCO5)CC3)nc2c1	-0.2	6.1	-0.2	0.8
Cc1cc(NC(=O)Cc2ccc(F)cc2)n(-c2ncnc3c2cnn3-c2cccc(Cl)c2)n1	-0.1	7.3	-0.6	5.6
COc1ccc(C2Oc3ccc(Cl)cc3C3CC(c4ccc(C)cc4)=NN32)cc1 (stereo not given)	-0.3	-48.5	-0.3	-2.5
Cc1nc(CCNc2nc3nonc3nc2NC2CC2)sc1C	0.1	6.5	0.1	1.1
COc1cc(-c2nc3ccccc3c(=O)[nH]2)cc(Cl)c1O	-0.1	-8.2	-1.7	-11.0
Cc1c(C(=O)N2CCN(c3ccccc3F)CC2)sc2ncn(CC(=O)Nc3ccc(C(C)C)cc3)c(=O)c12	0.0	9.3	-0.4	9.2
CNC(=O)C(NC(=O)c1ccccc1)=C1CCCCC1	-0.1	43.0*	-1.1	-3.4
COc1cc(-c2cnn3ccc(Nc4ccccc4)nc23)cc(OC)c1OC	0.0	46.9*	1.3	17.9
Cc1ccc(CN2CCN(S(=O)(=O)c3ccccc3)CC2)cc1	0.6	-3.2	2.7	70.7*
CCS(=O)(=O)N1CCN(Cc2cccc(C)c2)CC1	0.1	1.4	0.1	44.9
O=C(Oc1c(Br)cc(Br)c2cccnc12)c1ccc(Cl)cc1Cl	-0.9	4.3	3.2	10.1
COc1cc(OC)c(OC)cc1/C=C1/C(=O)NC(=O)N(c2ccccc2)C1=O	0.0	0.8	-1.7	12.4
COc1cccc(CC2=NOC(C(=O)NC(C)C)C2)c1 (stereo not given)	0.1	-31.0	-0.1	8.0
CN(CC(=O)NCc1ccccc1)S(=O)(=O)c1cnc[nH]1	-0.3	2.6	0.9	4.4
COc1ccc(Cl)cc1Nc1ncnc2c1cnn2C	-0.1	-12.3	-2.6	-5.2
Cc1nc2c(C)cccn2c1C(=O)NCCN1CCOCC1	0.2	-1.8	-1.6	2.9
COc1ccc(-c2nc3scc(CCNC(=O)/C=C/c4ccco4)n3n2)cc1	0.8	0.5	2.5	19.3
O=c1c(Cl)c(N2CCCCCC2)cnn1C12CC3CC(CC(C3)C1)C2	-0.1	7.8	0.6	5.0
NS(=O)(=O)c1ccc(NC(=O)CCCN2C(=O)CCC2=O)cc1	1.8	3.1	-0.2	2.7
CCOC(=O)CCC(=O)N1CCC(c2ccccc2)C1 (stereo not given)	0.0	-8.1	-0.7	8.8
CCCCC(=O)Nc1ccc(C(=O)NNC(=O)c2ccc(OC)cc2)cc1	0.2	5.7	-0.9	12.3
COc1cccc(OC)c1C(=O)Nc1ccc(C)cc1Br	-0.1	7.2	0.4	2.6
O=C(O)C1CN=C(Cc2ccccc2)N1 (stereo not given)	-0.1	4.2	0.9	8.0
CCOC(=O)CSc1cc(C)c(C#N)c2nc3ccccc3n12	-0.2	10.8	0.2	2.3
COC(=O)CCS(=O)(=O)c1cccs1	-0.1	-4.3	-2.1	-8.2
COC(=O)c1ccc(NC(=O)/C=C/c2cn(CCC#N)nc2-c2ccc(F)cc2)cc1	-0.1	1.5	-0.2	-1.9
O=C(CNc1ccc(Br)cc1Br)N/N=C\c1cccs1	-0.2	2.1	0.5	-5.5
CC1CCCCC1NC(=O)c1cccn2c(=O)c3sccc3nc12 (stereo not given)	0.2	-6.1	-1.2	29.0
CC1=C(C(=O)OCCc2ccccc2)C(c2cccc(Br)c2)C2=C(CCCC2=O)N1 (stereo not given)	0.0	3.8	-0.2	-3.1
Cc1ncn(-c2ccc(C(=O)OCc3ccccc3)cn2)n1	-0.1	-4.8	2.0	-2.9
O=c1c2ccc(Br)cc2nc2ccccn12	0.2	-43.4	-3.0	1.1
O=C(CCc1ccc(O)c(O)c1)NNC(=S)Nc1ccc(F)cc1F	-0.1	2.9	0.9	2.2
COc1cccc(-c2csc3ncc(C(=O)NCC(C)(C)C)c(=O)n23)c1	0.1	-4.1	2.1	7.2

Part of the list above in order of length of the SMILES, rising:
SMILES	FBW7 act	TEAD-YAP inh	GPR151 activ	MITF primary
Nc1ccc(-c2nc3cc(N)ccc3o2)c(O)c1	0.1	-14.9	-2.8	-4.3
O=C(CNc1ccc(Br)cc1Br)N/N=C\c1cccs1	-0.2	2.1	0.5	-5.5
COc1cc(OC)c(OC)cc1/C=C1/C(=O)NC(=O)N(c2ccccc2)C1=O	0.0	0.8	-1.7	12.4

(more compounds)
SMILES	FBW7 act	TEAD-YAP inh	GPR151 activ	MITF primary
COCCNC(=O)Cn1nc(C(=O)O)c2ccccc2c1=O	0.5	0.4	-1.0	-8.6
O=C(Nc1cccc(F)c1)c1cc(S(=O)(=O)N2CCCCCC2)ccc1F	-0.1	-18.4	0.9	-5.4
COc1ccccc1CC(=O)Nc1nc2c(C)cccc2s1	-0.1	-11.1	3.4	5.5
Cc1[nH]c2c(Cl)c(Cl)ccc2c1CCNC(=O)Cn1nc(C)c2ccccc2c1=O	0.1	5.3	-1.6	11.7
CCOC(=O)c1cnc2ccccc2c1Nc1ccc(C(C)=O)cc1	0.3	6.1	-2.4	11.5
CC(C)n1cnc2c(NCc3nc4ccccc4[nH]3)nc(-c3csc4ccccc34)nc21	0.6	15.9	-1.2	12.6
CCC(=O)NC(C)c1nc2ccccc2n1Cc1ccccc1 (stereo not given)	0.1	3.2	0.0	-9.5
O=C(NNC(=O)c1ccccc1I)c1ccc(-c2ccccc2)cc1	0.1	-13.1	0.1	9.3
Cc1nc(SCc2ccccc2F)[nH]c(=O)c1C	-0.4	-20.0	2.7	8.4
O=C(c1cc(COc2c(F)cccc2F)on1)N1CCc2ccccc2C1	0.0	-1.7	-0.2	3.1
Clc1cccc(-c2nc(NCCN3CCOCC3)c3ccccc3n2)c1	-0.2	14.9	-1.2	-9.5
O=C(CCCN1C(=O)c2ccccc2C1=O)OC1CCOC1=O (stereo not given)	0.3	4.0	-0.7	6.6
Cc1ccc(NC(=O)C(=O)NCCCCC2CCCN(S(=O)(=O)c3ccc4ccccc4c3)C2)cc1 (stereo not given)	-0.1	1.4	0.2	1.5
O=[N+]([O-])c1ccc(C=NC2CC2c2ccccc2)cc1 (stereo not given)	0.0	0.0	-0.1	15.1
Cc1nn(C2CCS(=O)(=O)C2)c(Cl)c1/C=C/C(=O)OCc1c(C)noc1C (stereo not given)	-0.1	3.0	-0.3	-1.6
O=C(C1CN(Cc2ccccc2)CCN1)N1CCOCC1 (stereo not given)	0.2	2.9	2.3	13.0
C=CCc1cccc(/C=N/NC(=O)CNc2ccccc2OC)c1O	-0.1	6.4	-0.1	0.1
Cc1ccc(C)c(OCCCC(=O)NCc2ccccc2)c1	0.2	-8.1	1.7	-5.6
CCOC(=O)C1CCC(CN(Cc2ccc(Cl)cc2)S(=O)(=O)c2ccc(F)c(C(=O)Nc3cccc(F)c3)c2)CC1 (stereo not given)	0.4	-4.6	1.0	-7.7
COc1ccc(C2Nc3ccccc3NC3=C2C(=O)NC3)cc1 (stereo not given)	0.1	-60.9	-1.7	9.4
NC(=O)c1c(/N=c2\oc3ccccc3cc2-c2nc3ccccc3[nH]2)sc2c1CCCC2	0.0	-0.8	1.7	1.1
CCOc1ccc(NC(=O)c2cc(S(=O)(=O)NCc3ccccc3Cl)ccc2F)cc1	0.0	44.9*	-0.6	-18.8
CN(C)c1ccc([N+](=O)[O-])cc1/C=C1/C(=O)NN(c2cccc(Br)c2)C1=O	0.0	16.6	0.8	11.1
CCOc1ccc(NC(=O)CC2C(=O)N(CC)C(=S)N2NC(=O)c2ccccc2)cc1 (stereo not given)	0.3	1.8	-0.9	-8.7
CN(C)c1nc(OCCNC(=O)Nc2ccc(Cl)cc2)nc(N(C)C)n1	0.5	0.8	0.4	-7.7
O=C(NC1CCCCC1)c1ccc(NS(=O)(=O)c2cc(Cl)sc2Cl)cc1	-0.1	0.7	0.3	-13.4
CN(C)CCNC(=O)C(=O)NCC1OCCN1S(=O)(=O)c1ccc2c(c1)OCCO2 (stereo not given)	0.1	-1.4	0.6	-25.5
O=[N+]([O-])c1ccccc1S(=O)(=O)NCCSCc1ccc(Cl)cc1	-0.3	-1.7	-0.3	3.0
C=CCOC(=O)C1=C(C)Nc2nnnn2C1c1ccc(Cl)cc1 (stereo not given)	0.2	13.1	1.1	6.5
O=C(Nc1ccc2c(c1)OCO2)c1ccc2nc(Nc3ccc4ncccc4c3)sc2c1	0.1	-12.4	0.8	8.6

Structures listed so far containing a nitro group on carbon:
SMILES	FBW7 act	TEAD-YAP inh	GPR151 activ	MITF primary
COc1cc(CN2CCCCC2)c([N+](=O)[O-])cc1OC	0.2	6.5	0.3	-6.5
COc1ccc(C(=O)OCC(=O)NC2CC2)cc1[N+](=O)[O-]	0.1	0.0	0.7	5.7
O=[N+]([O-])c1ccc(C=NC2CC2c2ccccc2)cc1 (stereo not given)	0.0	0.0	-0.1	15.1
CN(C)c1ccc([N+](=O)[O-])cc1/C=C1/C(=O)NN(c2cccc(Br)c2)C1=O	0.0	16.6	0.8	11.1
O=[N+]([O-])c1ccccc1S(=O)(=O)NCCSCc1ccc(Cl)cc1	-0.3	-1.7	-0.3	3.0

Later entries:
SMILES	FBW7 act	TEAD-YAP inh	GPR151 activ	MITF primary
Cc1cc(C)c(C)c(/C=C2/N=C(c3ccccc3)OC2=O)c1C	0.0	6.7	-0.7	10.1
O=[N+]([O-])c1ccc(N2CCN(C(c3cccnc3)c3nnnn3C3CCCC3)CC2)cc1 (stereo not given)	-0.2	-6.5	-6.6	-15.9
Cc1ccc(Oc2nc3ccccn3c(=O)c2/C=C(\C#N)C(=O)NCCCOC(C)C)cc1	0.6	7.6	-7.7	24.3
O=C(O)c1cnn2c1NC(c1ccc(Br)cc1)CC2C(F)(F)F (stereo not given)	0.5	-10.1	1.9	-1.4
C[C@H](NC(=O)N[C@H]1C[C@H]2C(=O)N[C@@H](CO)C(=O)N2C1)c1ccccc1	1.0	2.7	-1.8	15.5
CCCOc1ccc(C2=NNC(=O)CC2)cc1	-0.1	-4.8	-0.6	5.9
COc1ccc(CCNC(=O)COc2c(C)cccc2C)cc1	0.4	-4.0	-1.7	14.3
OC(COCc1ccc(Cl)cc1)CN1CCC(Cc2ccccc2)CC1 (stereo not given)	0.8	2.8	0.7	14.2
CCn1c(C)cn2c3c(=O)n(CCOC)c(=O)n(C)c3nc12	0.7	4.9	-1.0	15.6
CSCCNC(=O)CC1C(=O)NCCN1Cc1cccc(Oc2ccccc2)c1 (stereo not given)	-0.2	0.1	0.2	1.3
CCn1c(SCCN)nnc1-c1cccs1	-0.2	-8.4	3.4	23.7
Cc1ccc(O)c(-c2cc(C(F)(F)F)nc(-c3ccccc3)n2)c1	0.0	0.7	0.1	4.6
Cn1c(=O)oc2cc(S(=O)(=O)NCCC(=O)NCCc3ccccc3)ccc21	-0.1	-5.6	-1.1	-7.1
Cc1cccc2c(N3CCCC3)nc(CNS(=O)(=O)c3ccc(Cl)s3)nc12	0.0	8.3	2.9	-3.9
Nc1c(C(=O)Nc2ccc(Br)cc2)sc2nc3c(c(-c4ccco4)c12)CCCCC3	0.5	1.1	0.2	-4.6
COc1nc(Nc2ccc(NC(C)=O)cc2)nc(-c2ccc(C(=O)N3CCN(C)CC3)cc2)n1	0.4	10.0	2.1	6.9
Cc1ccc(-c2nn(CCC#N)cc2C=O)o1	0.0	-7.3	-0.9	1.6
CCOC(=O)c1c(C)oc2ccc(N(C(=O)c3ccncc3)S(=O)(=O)c3cccc([N+](=O)[O-])c3)cc12	0.0	-4.6	0.2	-3.2
CC(=O)Nc1ccc(NC(=O)CSc2nnc(C3CCCCC3)n2-n2cccc2)cc1	-0.4	-3.4	0.8	1.8
O=C(OCC(=O)N1N=C(c2ccc(Cl)cc2)CC1c1ccco1)c1cc[n+]([O-])cc1 (stereo not given)	0.1	-5.1	0.2	7.3
CC1=CC(C)(C)N(C(=O)NC2CCCCC2)c2cc(C)ccc21	0.0	-15.5	-0.7	3.6
CCOC(=O)c1c(NC(=O)C2CC2c2ccccc2)sc(C)c1C (stereo not given)	-0.1	-5.7	0.9	-10.6

Hits appear at their usual frequency, and some 3.4% of all compounds hit somewhere here.
